Compound activity (PubChem)
IL1B cytotox – toxic to HUVEC cells under IL-1B stimulation; HUVEC cell count loss, Hoechst imaging, IL-1B stimulated; cell count reduction, % at 2 µM; 0.41% of 94,000 active;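 active = cell count reduction more than 3 SD above the screen-wide mean, cut at about 70% in these data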;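 note: normalized per plate to untreated control cells as the no-loss baseline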
F-actin modifier – modifiers of cytoskeleton assembly; HUVEC TNFa F-actin phalloidin imaging, high content; inhibition, % at 2 µM; 0.18% of 91,000 active; AID 836;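 active = inhibition above the batch mean plus 3 SD and confirmed as a hit by visual image inspection, cut at about 30% in these data, passing the limit was not always enough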; note: strong numbers were not always called active
FAK blocker – FAK (human) kinase inhibition. 0.84% of 97,000 active. biochemical FAK kinase activity assay. inhibition, %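 (tested at 7 µM)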. Q05397; in the data active = inhibition above about 19%;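 note: 0% = DMSO and 100% = reference compound high control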
VCAM1 TNFa inh – reduces TNF alpha induced VCAM1 expression in HUVEC. HUVEC TNFa-induced VCAM-1 immunofluorescence, high-content imaging. inhibition, % at 2 µM. 0.48% of 95,000 active. AID 802;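 active = inhibition above the batch mean plus 3 SD, with images confirmed as a hit by eye, cut at about 37% in these data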;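 note: 0% = TNF-stimulated DMSO wells and 100% = unstimulated control wells; not every result past the cut was called active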
LYP inh 2 – blocks human PTPN22 phosphatase activity. recombinant LYP catalytic domain, DiFMUP fluorescence. inhibition, % at 2 µM. 0.21% of 96,000 active. AID 640;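 active = inhibition at 2 µM at or above a set limit, the screen mean plus 3 SD, cut at about 24% in these data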;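 note: 0% = DMSO with enzyme and 100% = enzyme fully blocked by orthovanadate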
TNFa cytotox – HUVEC cytotoxicity counter-screen, TNF alpha stimulated; HUVEC TNFalpha-stimulated, Hoechst cell count, imaging; 0.17% of 93,000 active; cell count reduction, % at 2 µM;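 active = cell count reduction exceeding the screen mean by over 5 SD, scaled to untreated wells per plate, cut at about 78% in these data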;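 note: cells counted after 24 h of TNF alpha exposure following the 1 h pretreatment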
Pyk2 oligo antag – Pyk2 (human) oligomerization antagonism; Q293 cells, Pyk2 FERM NanoBiT luminescence; active compounds read low; z-score (the deposit names both 25 µM and 10 µM); Q14289; 0.83% of 99,000 active; AID 1347419;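 active = Z-score of -3 or lower, scaled per plate to the spread of control and sample wells; inactive = z-score above -3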;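 note: negative z-score means lost luminescence so less FERM oligomerization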
PTPN22 act – LYP (human) phosphatase activation | Q9Y2R2 | recombinant LYP, DiFMUP fluorescence; 0 = plate median, 100 = signal doubled | activation, % at 2 µM | 0.11% of 96,000 active | AID 697;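 active = activation at 2 µM above a set limit, the mean plus 5 SD, cut at about 37% in these data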
ERa SRC1 inh – ER-alpha (human) coactivator binding inhibition. 1.7% of 86,000 active. inhibition, % at 25.6 µM. P03372. TR-FRET ER-alpha LBD / SRC-1 peptide, estradiol-bound; in the data active = inhibition above about 50%;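 note: 0% = receptor plus peptide control and 100% = peptide only without receptor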
Target sequence (P03372 whole entry, looked up, the tested form may be a part): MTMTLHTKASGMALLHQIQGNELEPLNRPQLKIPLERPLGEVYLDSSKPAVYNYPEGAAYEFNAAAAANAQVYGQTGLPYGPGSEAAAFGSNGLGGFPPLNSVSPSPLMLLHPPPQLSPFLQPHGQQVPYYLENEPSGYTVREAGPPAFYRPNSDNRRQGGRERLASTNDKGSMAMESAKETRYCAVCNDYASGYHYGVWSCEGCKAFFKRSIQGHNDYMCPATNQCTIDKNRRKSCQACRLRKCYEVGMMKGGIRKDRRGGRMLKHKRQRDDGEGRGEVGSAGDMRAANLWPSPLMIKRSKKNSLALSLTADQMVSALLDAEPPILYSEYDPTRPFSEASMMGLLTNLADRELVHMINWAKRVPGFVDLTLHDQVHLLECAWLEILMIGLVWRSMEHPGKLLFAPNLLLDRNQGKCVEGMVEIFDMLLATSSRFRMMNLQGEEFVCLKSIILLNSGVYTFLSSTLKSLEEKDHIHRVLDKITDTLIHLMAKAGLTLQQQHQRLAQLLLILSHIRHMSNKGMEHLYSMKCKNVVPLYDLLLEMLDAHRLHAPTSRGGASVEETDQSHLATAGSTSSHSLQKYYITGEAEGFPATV
Numbers without * were called inactive; . = no result given; [ ] = another dose, or the depositor's remark. Rows were taken by chance; 3.8% or so of the library scored in one or more.

SMILES	IL1B cytotox	F-actin modifier	FAK blocker	VCAM1 TNFa inh	LYP inh 2	TNFa cytotox	Pyk2 oligo antag	PTPN22 act	ERa SRC1 inh
COc1ccccc1-n1cnc(N)c1C(=O)c1ccccc1	-2	1	10	.	9	.	-0.57	-10	6[fluorescence artefact?]
COC(=O)c1ccc(Oc2coc3cc(OCc4cnn(-c5ccccc5)c4)ccc3c2=O)cc1	12	-39	2	22	12	-6	1.4	-9	.
COC(=O)CC1C(=O)NCCN1C(=O)CSc1nnc(Nc2ccc(OC)cc2)s1 (configuration not stated)	-7	-25	-4	-8	-10	-32	0.7	9	-1
CC(/C=N/N1CCN(c2ccccc2)CC1)=C\c1ccco1	0	-1	3	7	2	1	0.46	-1	-10
CCCCC(=O)Nc1ccc(C(=O)NNC(=O)CCc2ccccc2)cc1	-13	-10	-1	3	-5	-6	0.06	8	.
CCCOc1ccc(N2CC(C(=O)Nc3ccccc3C(=O)NCc3ccco3)CC2=O)cc1 (configuration not stated)	3	0	3	17	-3	-17	-1.2	4	-5
COC(=O)c1cc2ccsc2n1CC(=O)N(C)C1CCCCC1	-4	-6	0	3	4	-7	-0.25	-3	2
O=C(CN(C1CCCCC1)S(=O)(=O)c1ccccc1)NCc1ccco1	17	-4	1	6	9	-12	1.2	-9	-15
COc1ccc(N(CC(=O)NC2CCCCC2)C(=O)CNC(=O)c2ccco2)cc1OC	39	12	1	1	11	-9	0.09	-11	0
Cn1c(Cl)c(/C=N/OC(=O)c2ccc(Cl)cc2)c2ccccc21	4	12	-1	5	2	-6	1.4	2	.
CC(C)NC(=S)N/N=C/c1cccs1	-7	-2	0	12	4	4	0.41	-1	.
COc1cc(NC(=O)NCc2ccncc2)cc(OC)c1OC	6	.	-2	4	3	-11	1.2	-3	-11
Cc1ccc(-c2nnc(SCC(=O)Nc3nc4c(s3)CCCC4)n2C)cc1	-8	10	2	-7	2	-6	0.46	-4	15
CCOc1ccccc1NC(=S)Nc1ccccc1F	-3	12	-3	9	4	-23	0.57	0	.
CC(C)Nc1nc(Oc2cccc(Cl)c2Cl)cc(C(F)(F)F)n1	-42	-24	-7	10	-8	-4	0.78	12	.
CCn1cc(C(=O)N2CCc3ccccc32)c(=O)c2cc(S(=O)(=O)N3CCOCC3)ccc21	12	61	0	1	2	-15	-0.21	-4	-14
COC(=O)CC1=C(C(=O)OC)C(c2cccc(OCC(N)=O)c2)C(C#N)=C(N)O1 (configuration not stated)	16	-2	5	25	1	16	-0.34	-1	-15
CCC(C)(c1ccc(C=O)s1)c1ccc(C=O)s1	.	1	0	9	1	-6	0.64	-2	-1
C=CCN(C(=O)CCC(=O)Nc1cc(C)on1)C(C(=O)NC1CCCC1)c1cccnc1 (configuration not stated)	10	-12	-2	-5	5	-14	0.42	-5	-4
Cc1ccc2c(C(=O)CN3CCCCC3CCO)c(C)[nH]c2c1 (configuration not stated)	8	-12	6	4	5	-13	-0.47	-6	-3
O=C(NN=C1C2CC3CC(C2)CC1C3)c1ccncc1	-32	6	2	9	-7	-6	0.86	9	.
C=C(C)CN(CC)C(=O)CSc1nc2ncc(Cl)cc2[nH]1	0	30	7	-9	-8	0	0.56	5	42
O=C(CCn1c(=O)oc2ccccc21)N1CCc2ccccc21	12	-14	3	-3	0	53	0.03	-3	5[fluorescence artefact?]
CC(=O)c1cnc2nc(C)nn2c1C	-39	-22	-2	8	3	-35	0.51	-2	-2

3 compounds from above, sorted by the number in Pyk2 oligo antag, descending:
Molecule | Pyk2 oligo antag
C=C(C)CN(CC)C(=O)CSc1nc2ncc(Cl)cc2[nH]1 | 0.56
C=CCN(C(=O)CCC(=O)Nc1cc(C)on1)C(C(=O)NC1CCCC1)c1cccnc1 (configuration not stated) | 0.42
O=C(CCn1c(=O)oc2ccccc21)N1CCc2ccccc21 | 0.03

The list goes on.
SMILES	IL1B cytotox	F-actin modifier	FAK blocker	VCAM1 TNFa inh	LYP inh 2	TNFa cytotox	Pyk2 oligo antag	PTPN22 act	ERa SRC1 inh
Cc1c(-c2ccc(Cl)cc2)oc(=O)c2c(N)n(-c3ccccc3)nc12	4	-11	24*	-5	9	-5	-0.38	-12	.
Nc1c(Cl)cc(Cl)cc1C(=O)OCC(=O)N1CCCC1	2	-4	1	12	-2	-14	-0.82	4	3
COc1ccc(NC(=O)CSC2=C(C#N)C(c3ccco3)C(C(=O)Nc3nc4ccccc4s3)=C(C)N2)cc1 (configuration not stated)	16	6	-2	7	-5	-4	-0.89	7	.
Nc1nc(Nc2ccccc2)nc2ccccc12	-20	2	0	-16	-5	16	1.1	4	-5
CCOC(=O)C1CCCN(C(=O)c2ccc(C)cc2O)C1 (configuration not stated)	1	-16	-2	2	-1	0	0.41	-2	.
C=CCC1(O)C(=O)N2C(=C1C(=O)OCC)c1ccc3ccccc3c1CC2(C)C (configuration not stated)	-4	10	-1	6	7	-9	-1.2	-4	.
CC1=C(C#N)CCC(=O)N1Cc1ccc(C)cc1	-70	7	2	-7	8	-18	1.1	-8	.
Cc1cc(NC(=O)CSc2nc3ccccc3c(=O)n2C2CCCC2)no1	34	14	-1	68*	-21	46	-0.66	21	2
O=c1cc(CO)oc(C(Nc2ccccn2)c2ccsc2)c1O (configuration not stated)	-9	9	-2	28	-9	-13	.	8	3
COc1ccccc1OCC(=O)NC1CCCCCC1	26	9	7	20	4	-8	1.7	-7	5[fluorescence artefact?]
COc1ccc(CNC(=O)c2noc3c2CCCC3)cc1	-5	-5	0	-41	-2	-12	0.96	-2	0
Cc1nnc(NCCN2CCOCC2)[nH]c1=O	-50	7	0	7	-7	4	0.74	4	-2

The final 2 entries of the part above open the next one.
SMILES	IL1B cytotox	F-actin modifier	FAK blocker	VCAM1 TNFa inh	LYP inh 2	TNFa cytotox	Pyk2 oligo antag	PTPN22 act	ERa SRC1 inh
COc1ccc(CNC(=O)c2noc3c2CCCC3)cc1	-5	-5	0	-41	-2	-12	0.96	-2	0
Cc1nnc(NCCN2CCOCC2)[nH]c1=O	-50	7	0	7	-7	4	0.74	4	-2
COC(=O)c1ccc(-c2ncc(-c3cccc4ccccc34)o2)cc1	-7	-5	-2	7	4	12	1.2	-4	16[fluorescence artefact?]
CCOc1ccccc1NC(=O)CSc1nnnn1-c1ccccc1	-18	-6	2	-4	10	-15	-1.3	-8	22
COc1ccc(OCC(O)CNC(=O)c2ccc(Br)cc2)cc1 (configuration not stated)	6	-8	-1	17	-2	-14	0.42	3	-5
Fc1ccccc1N1CC(c2ccccc2)C(c2cccs2)=N1 (configuration not stated)	-1	5	0	1	5	-25	-0.82	-5	6
COc1ccc(OC)c(NC(=O)C2CCCNC2=O)c1 (configuration not stated)	11	4	4	24	9	-13	0.56	-13	-3
O=C(CCC(=O)c1cccs1)Nc1ccccc1F	25	0	4	7	4	14	0.5	-1	-1
Cc1ccc(N(CC(O)CN2CCOCC2)S(=O)(=O)c2ccc3ccccc3c2)cc1 (configuration not stated)	-10	7	1	6	-4	-19	-0.72	1	1
Cc1ccc(OCc2nnc(NC(=O)c3ccco3)s2)c(C)c1	-1	-32	1	22	3	10	0.3	-6	29
CCOc1ccc(NC(=O)Nc2cccs2)cc1	-1	7	0	-4	11	-3	0.42	-12	4
CC(C)Oc1ccc(Oc2ccc(C(F)(F)F)cn2)cc1	-9	-1	-1	-7	0	-6	3.5	2	1
O=C(CSCc1cnn(-c2ccccc2)c1-n1cccc1)NCc1cccs1	-42	-22	4	-23	0	-8	1.7	-3	3
CC1=CC(c2ccccc2)n2nc(N3C(=O)C4CC=CCC4C3=O)nc2N1 (configuration not stated)	0	-5	0	-4	-6	-24	0.05	7	-6

A second format for 4 compounds above:
Value order – IL1B cytotox | F-actin modifier | FAK blocker | VCAM1 TNFa inh | LYP inh 2 | TNFa cytotox | Pyk2 oligo antag | PTPN22 act | ERa SRC1 inh
COc1ccc(OC)c(NC(=O)C2CCCNC2=O)c1 (configuration not stated)
  11 | 4 | 4 | 24 | 9 | -13 | 0.56 | -13 | -3
O=C(CCC(=O)c1cccs1)Nc1ccccc1F
  25 | 0 | 4 | 7 | 4 | 14 | 0.5 | -1 | -1
Cc1ccc(N(CC(O)CN2CCOCC2)S(=O)(=O)c2ccc3ccccc3c2)cc1 (configuration not stated)
  -10 | 7 | 1 | 6 | -4 | -19 | -0.72 | 1 | 1
Cc1ccc(OCc2nnc(NC(=O)c3ccco3)s2)c(C)c1
  -1 | -32 | 1 | 22 | 3 | 10 | 0.3 | -6 | 29

Next section:
SMILES	IL1B cytotox	F-actin modifier	FAK blocker	VCAM1 TNFa inh	LYP inh 2	TNFa cytotox	Pyk2 oligo antag	PTPN22 act	ERa SRC1 inh
Cc1cc(C)n(-c2nc3ccccc3[nH]c2=O)n1	87*	8	-3	-16	-11	-19	0.26	6	.
CC(C)C(CC(=O)NCc1ccco1)c1ccco1 (configuration not stated)	0	-8	-2	7	1	4	-0.5	-2	21
COc1ccccc1N(CC(=O)NC1CCCCC1)S(C)(=O)=O	-28	1	-2	-19	1	-20	0.55	-4	-2
O=c1c(F)cn(C2CCCO2)c(=O)n1Cc1ccccc1F (configuration not stated)	-127	6	2	-2	1	-14	0.05	-2	25
NC(=O)C1CCN(C(=S)c2cccs2)CC1	-3	10	-2	21	-4	-14	-0.7	-2	-69
CCOC(=O)C1CCCn2c1nc1sc3c(c1c2=O)CCCC3 (configuration not stated)	-160	-15	-1	-6	1	-19	0.69	-2	5
CO/N=C/C(C#N)c1ncc(C(F)(F)F)cc1Cl (configuration not stated)	-18	4	-4	4	13	-2	0.82	-10	.
COC(=O)C(C)Sc1nc2c(c(=O)n(C)c(=O)n2C)n1Cc1cccc(C)c1 (configuration not stated)	-2	9	3	15	6	54	-0.37	-3	17
Nc1nc(N)c2sc3nc4c(cc3c2n1)CCC4	-4	-16	3	-5	6	4	0.49	-2	.
CC(C)COc1nc2ccccc2c(=O)n1OCC(=O)O	-34	-14	0	8	-12	-3	-0.03	18	.
Cc1c(C(=O)Nc2ccccc2-c2ccccc2)cccc1[N+](=O)[O-]	-53	-5	-3	-13	3	-17	0.19	1	.
CCOc1ccc(C(=O)NC(Cc2ccccc2)C(=O)OC)cc1 (configuration not stated)	-1	3	6	8	-6	12	-0.25	9	-1
COc1ccc(NCc2cc3ccccc3[nH]c2=O)cc1	11	-3	-3	-16	-2	-21	-1.1	1	-12
CC(=O)C1=C(C)NC(=O)NC1c1cccs1 (configuration not stated)	12	-4	0	17	2	0	-0.25	2	1[fluorescence artefact?]
O=C(c1ccc(S(=O)(=O)N2CCOCC2)cc1)N1CCN=C1SCc1cccnc1	-7	-6	-3	8	4	-23	-0.12	-5	-4
C/C(=N\NC(=O)COc1ccc([N+](=O)[O-])cc1)C(C)(C)C	8	.	-1	33	-6	34	1.6	8	.
COC(=O)C1=C(NC(=O)c2ccc(C)cc2)CCS1	-4	-22	-9	-8	2	-10	-0.29	-3	.
Cc1ccccc1/C=c1\s/c(=C\C(=O)C(C)(C)C)[nH]c1=O	-33	-9	0	6	-8	-39	-1.7	4	-9
CCN1CCN(c2nc(C)nc3c2sc(=S)n3C)CC1	-16	-14	0	13	-5	2	.	3	-14
COC(=O)COc1ccc(S(=O)(=O)Nc2ccc(C(N)=O)cc2)cc1C	6	12	1	-6	-7	-15	1.9	10	0
O=C(NCc1ccccn1)NC12CC3CC(CC(C3)C1)C2	89*	13	1	5	5	-5	0.73	-5	-7
Cc1nnc2n(c1=O)C(CS(=O)(=O)c1ccccc1)CS2 (configuration not stated)	-16	5	-2	13	12	-17	-0.35	-15	0
CC(NC(=O)CCCN1C(=O)c2ccccc2C1=O)c1ccc2c(c1)CCCC2 (configuration not stated)	-6	14	0	-22	10	-21	0.54	-9	.
Cc1ccc(C(=O)NC(=S)Nc2ccc(S(=O)(=O)N3CCN(C)CC3)cc2)cc1	-32	5	-7	28	-6	-7	0.5	9	.
CC(C)COc1nc2ccccc2nc1C(C#N)C(=O)NC1CCCCC1 (configuration not stated)	-41	23	0	3	5	-15	-0.29	-5	-3
C/C(=N/NC(=O)c1cccs1)c1cccc(NC(=O)C2CC2)c1	19	-16	3	1	5	-4	0.06	-2	.
COC(=O)c1ccccc1NC(=O)Cn1cc(Br)cn1	19	.	-2	7	8	-24	-0.63	-8	2
